Assay outcomes from PubChem.
mcGAS inh: inhibitors of mouse cGAS | Q8C6L5 | inhibition, % at 12.5 µM | AID 1259399 | recombinant cGAS, Kinase-Glo ATP depletion luminescence | actives 0.15% (n = 160,000);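 also: 0% = negative control wells and 100% = reference inhibitor with no enzyme activity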
NPYLR7 agonist: activates Aedes aegypti NPYLR7 receptor; HEK293T NPYLR7/Galpha15, GCaMP6s calcium fluorescence; activation, % at 10 µM; actives 0.15% (n = 270,000); AID 1259423; in the data active = activation above about 40%;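 also: 0% = vehicle and 100% = reference agonist at the receptor; some compounds past the cut are filed as inactive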
hcGAS lum: blocks human cGAS activity; Q8N884; recombinant h-cGAS, ATP depletion, Kinase-Glo luminescence; inhibition, % at 12.5 µM; actives 0.081% (n = 290,000); AID 1259398;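 also: 0% = vehicle reaction and 100% = reaction without DNA for no activity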
Target sequence (Q8N884 whole entry, looked up): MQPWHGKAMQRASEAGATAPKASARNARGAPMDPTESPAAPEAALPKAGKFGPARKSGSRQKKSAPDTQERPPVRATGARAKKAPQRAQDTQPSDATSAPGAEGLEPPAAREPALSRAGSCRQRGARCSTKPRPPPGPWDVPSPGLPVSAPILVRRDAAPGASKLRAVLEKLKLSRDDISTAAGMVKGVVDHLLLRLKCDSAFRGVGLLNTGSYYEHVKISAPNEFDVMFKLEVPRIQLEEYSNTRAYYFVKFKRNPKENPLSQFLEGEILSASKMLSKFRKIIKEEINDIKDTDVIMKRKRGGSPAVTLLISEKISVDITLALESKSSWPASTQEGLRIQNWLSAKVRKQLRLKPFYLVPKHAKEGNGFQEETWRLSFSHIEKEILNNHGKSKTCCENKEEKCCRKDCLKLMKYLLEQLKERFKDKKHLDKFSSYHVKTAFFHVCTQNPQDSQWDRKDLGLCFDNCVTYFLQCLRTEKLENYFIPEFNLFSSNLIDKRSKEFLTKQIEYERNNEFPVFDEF
An asterisk follows results filed as active; . = no result given; & = joins results of further samples. Rule as the data show it, unless noted: active = inhibition above about 40%; inactive = the rest. Outcome played no part in choosing rows. Share with any hit: about 0.27%.

SMILES	mcGAS inh	NPYLR7 agonist	hcGAS lum
O=C(NC1CCCCCC1)C1CCc2sc(C(=O)N3CCOCC3)cc2C1 (stereo not given)	-4	.	-10
O=C(NC1CCN(CC(F)F)CC1)N1Cc2ccccc2C1	.	-4	3
COCCN(CC(=O)N1CC(=O)N(c2ccc(F)cc2)C1)C(=O)Nc1ccc(F)cc1F	-6	3	-6
Clc1ccccc1-c1cc(C2CCN(Cc3cccnc3)CC2)[nH]n1	.	2	-2
Cc1[nH]c2ccccc2c1S(=O)(=O)CCNC(=O)Nc1ccccc1	.	4	-5
COc1ccccc1-c1ccc(N2CCC(C(=O)NC3CCCCCC3)CC2)nn1	-6	-10	-4
Cc1ccc(C)c(N(C)C(=O)c2ccc3nc(C(F)F)[nH]c3c2)c1	.	2	-12
CCOC(=O)c1cc(C(C)(C)C)n(C2CCN(C(=O)CCCNC(=O)OCc3ccccc3)CC2)n1	2	-6	4
COc1cc(C=C2N=C(c3cc(C)cc(C)c3)OC2=O)cc(OC)c1OCC(N)=O	.	1	2
COCC(=O)Nc1ccc(N(C)C)c(CN(CC2CCCO2)C(=O)Cc2cccs2)c1 (stereo not given)	-4	11	3
Cc1cc(C)n(-c2cccc(-c3ccc(N)nc3)c2)n1	.	4	-7
Cc1nc2cc(F)cc(C(=O)NCC3CCC3)c2nc1C	.	6	-13
COc1ccc(CNC(=O)c2cccnc2N2CCN(C(=O)NCc3ccco3)CC2)cc1	-5	-5	-5
CCC(C(=O)N1CCN(C(c2ccccc2)c2ccc(F)cc2)CC1)c1ccccc1 (stereo not given)	-4	0	-5
Cc1ccc(NC(=O)c2cnn3c(C(F)(F)F)cc(-c4ccc(Br)cc4)nc23)cc1	-5	15	-6
CC(C)SCC(=O)N1C[C@H](O)[C@@H](N2CCN(C)CC2)C1	.	-7	-2
CSc1ncnc2c1sc1nc(N3CCOCC3)c3c(c12)CC(C)(C)OC3	.	2	-9
Cc1c(C)n2c3c(=O)n(Cc4cccc5ccccc45)c(=O)n(C)c3nc2n1CCCl	-10	4	-5
C[N+]1=C2C=CC=CC=C2SC12C([N+](=O)[O-])=CC([N+](=O)[O-])c1cccnc12 (stereo not given)	-8	3	-8
Cn1ccnc1C(NC(=O)c1ccc(Br)cc1F)c1ccc(F)cc1 (stereo not given)	.	-4	-1
CC(Cc1ccc2c(c1)OCO2)c1nccn1Cc1cccnc1 (stereo not given)	.	12	-5
CN(Cc1cn[nH]c1-c1ccc(F)cc1)C(=O)CN1CCCCCC1=O	-12	0	-6
Cn1nc(-c2cccs2)cc1C(=O)N1CCN2C(=O)CNC(=O)C2C1 (stereo not given)	.	5	-8
O=C(CNC(=O)c1ccc(Br)o1)NCCCCOc1ccccc1	.	-7	-3
Cc1ccc(NC(N)=Nc2nc(CSc3nnc(C)s3)cc(=O)[nH]2)c(C)c1	-3	3	5
CNc1cccc(-c2ccc(O)cc2)n1	.	-1	-12
Cc1[nH]n(-c2nc3ccccc3s2)c(=O)c1C=NCC(C)C	.	3	-4
O=C(c1ccc2c(c1)OCCO2)N1CCCC(Nc2ccc(F)c(F)c2)C1 (stereo not given)	-3	-1	1
CNC(=S)N(C)CCCc1cc(-c2ccccc2)n(C)n1	.	-1	0
CCC(C(=O)N(CC(=O)N(CCc1c[nH]c2ccccc12)Cc1ccc(Cl)c(Cl)c1)C1CC1)c1ccccc1 (stereo not given)	-4	.	-1

Pulled by compound from the list above (2):
SMILES	mcGAS inh	NPYLR7 agonist	hcGAS lum
CC(Cc1ccc2c(c1)OCO2)c1nccn1Cc1cccnc1 (stereo not given)	.	12	-5
CCC(C(=O)N1CCN(C(c2ccccc2)c2ccc(F)cc2)CC1)c1ccccc1 (stereo not given)	-4	0	-5

The list goes on:
SMILES	mcGAS inh	NPYLR7 agonist	hcGAS lum
CC1CCCCN1Cc1nc2c(c(=O)n(C)c(=O)n2C)n1CC(=O)c1ccccc1 (stereo not given)	-6	6	-4
COc1ccc(C2=CCN(C(=O)Nc3nnc(C(C)C)s3)CC2)cc1	.	-7	5
CC(C#N)Sc1nnc(-c2ccco2)n1C1CCCCC1 (stereo not given)	.	6	-3
N#Cc1ccccc1Oc1cnccn1	1	0	1
CCCSc1nnc(SCC(=O)Nc2nc(C)cs2)s1	-7	1	-7
COc1cc(Cl)c(C)cc1N1C(=O)CC(Nc2ccc(C(=O)O)cc2)C1=O (stereo not given)	.	11	-5
Nc1nc(S(=O)(=O)Cc2ccccc2)ns1	.	-5	-11
COCCN1CCC(NCc2cc(Cl)cc(Cl)c2O)C1 (stereo not given)	-14	14	-6
COc1ccc(NC(=O)c2ccc(CSc3nnc(-c4ccncc4)n3-c3ccccc3C)cc2)cc1	-10	15	-6
Cc1noc(-c2ccc(CSCCC(=O)O)cc2)c1NC(=O)OC(C)c1ccccc1Cl (stereo not given)	-6	-8	-8
CC(C)(C)C1=NC(=Cc2ccc(Br)cc2)C(=O)O1	.	-5	5
Cc1ccccc1C(=O)Nc1ccccc1C1SCC(=O)N1c1ccc(F)cc1F (stereo not given)	-7	0	-6
CN1CCN(C(=O)CC2(c3ccccc3Cl)CC(=O)N(C3CCCC3)C2=O)[C@@H](c2ccccc2)C1 (stereo not given in full)	-12	17	-9
CCc1ccccc1NC(=O)N(Cc1ccc(OC)c(OS(C)(=O)=O)c1)Cc1ccco1	-5	8	-9
COc1cccc(-c2coc3c(C)c4oc(=O)c(CCC(=O)O)c(C)c4cc23)c1	1	-1	14
Cc1ccccc1N1C(=O)/C(=C/c2ccc(O)cc2)C(=O)NC1=S	.	6	1
CCC(=O)Nc1cccc(C(=O)NCCC2=CSC3=NCCCN23)c1	-24	12	-6
COCCNC(=O)c1sc(=O)n(Cc2ccc(C(=O)N(C)C)cc2)c1C	.	-3	-2
N#Cc1ccc(C2N=C(N)Nc3nc4ccccc4n32)cc1 (stereo not given)	.	0	-8
COCCNC(=O)c1sc2nc(-c3cccc([N+](=O)[O-])c3)cn2c1C	-7	-1	-2
Cc1ccccc1CC1(CO)CCCN(C(=O)c2ccccc2N(C)C)C1 (stereo not given)	.	3	0
COCCN(CC(=O)Nc1cc(C(C)(C)C)nn1-c1ccc(C)cc1C)C(=O)NCc1ccccc1	-3	-1	-3
C=CCN(Cc1csc(COc2c(OC)cccc2OC)n1)C(=O)c1cccs1	-3	.	-1
NC(=O)COc1ccc(Cl)cc1CN1CCCC(O)(CO)CC1 (stereo not given)	.	-1	-3
O=C1CON=C(c2ccco2)N1Cc1cccc(F)c1	.	1	-5
CN1OC(C)(CC(=O)NCc2nccs2)N=C1c1ccc2c(c1)OCO2 (stereo not given)	.	7	-6
Cc1ccc(-c2nc(C=Nc3ccc(Br)cc3Br)c(O)o2)cc1	-7	11	-4
COCCNC(=O)CC(c1ccccc1)c1cccc(Cl)c1 (stereo not given)	.	3	-6
O=C(c1cn(CCCc2ccccc2)nn1)N1CCCCCCC1	.	19	-7
CC(C)(C)c1ccc(COc2coc(CN3CCCN(S(=O)(=O)c4ccc(C#N)cc4)CC3)cc2=O)cc1	-6	30	-11
CC(C)(NC(=O)c1cccs1)C(=O)N1CCCC2(CNC(=O)O2)C1 (stereo not given)	.	3	-1
Cc1cccc(NC(=O)CCNC2CCN(C(=O)C3CCCO3)CC2)c1 (stereo not given)	-13	2	-7
CCCc1cc(C(=O)O)n[nH]1	0	0	4
N#Cc1cccnc1N1CCN(CC(=O)Nc2ccccc2Sc2ccccc2)CC1	.	11	-3
Cc1cccc(-c2nc(C)cc(N3CCN(C(=O)C45CC6CC(CC(C6)C4)C5)CC3)n2)c1	-4	-7	-7
Cc1onc(-c2ccccc2)c1C(=O)Nc1cccc(Br)c1	.	1	2
CCCc1nc(SCC(=O)Nc2ccc(C)cc2)c2c(=O)n(C)c(=O)n(C)c2n1	.	7	-1
CN(Cc1ccc2c(c1)OCCO2)Cc1cn[nH]c1-c1ccc(F)cc1	.	1	-1
O=C(NCc1ccc(F)cc1F)c1ccc(-c2cc(-c3ccccc3)n[nH]2)cc1	-4	24	-10
CCCCC(=O)Nc1ccc(C(=O)NC2(CO)CCCC2)cc1	-19	5	-4
CCc1ccc(-c2cc3c(SCC(=O)Nc4ccc(F)cc4F)nccn3n2)cc1	-5	2	-5
O=C(NC1CCCCC1)c1ccccc1NS(=O)(=O)c1ccccc1Br	1	-3	4
Cc1cc(N)n2nc(C)c(C#N)c2n1	.	-2	-2
COc1ccccc1CCC(=O)N1CCC(n2c(Cc3ccccc3)nc3ccccc32)CC1	-10	5	-10
O=C(C=Cc1ccc(Cl)c(C(F)(F)F)c1)NCc1ccnc(N2CCCC2)c1	-7	0	-9
CN1CCC(CNC(=O)CCC(=O)Nc2cccc(F)c2)C1 (stereo not given)	-13	.	-9
COc1ccc(-c2nc(CC(=O)N3CCc4cc(OC)c(OC)cc4C3c3c(F)cccc3Cl)c(C)o2)cc1 (stereo not given)	-7	24	-9
COc1ccc(Cc2nnc(NCCc3ccccc3)[nH]c2=O)cc1	.	15	-5
CCCCc1ccc(C(=O)N2CCSC2c2ccc(C(C)(C)C)cc2)cc1 (stereo not given)	-4	-6	-10
CCc1c(O)c(I)c(=O)n(-c2ccccc2)c1-c1ccccc1	.	4	-2

Further compounds
SMILES	mcGAS inh	NPYLR7 agonist	hcGAS lum
CCCS(=O)(=O)C(C)C(=O)NCC(C)(C)c1ccc(Cl)c(Cl)c1 (stereo not given)	.	7	-7
CC1(C(=O)NCCC#N)CCN1C(=O)Cc1ccc(-c2ccccc2)cc1 (stereo not given)	0	-3	4
Cc1ccc(C(C)NC(=O)CN2CCS(=O)(=O)CC2)cc1 (stereo not given)	.	15	-5
Cc1ccoc1C(=O)NS(=O)(=O)c1cccc(S(C)(=O)=O)c1	.	5	-9
CCOc1ccccc1NC(=O)N[C@H](Cc1ccccc1)C(=O)N1CCC(C(=O)Nc2ccc(OC)cc2)CC1	-7	37	-4
C/C(=C\C(=O)c1ccc(Br)cc1)Nc1ccc(O)cc1C	.	3	-3
N=C(N)N=Nc1c(O)[nH]c2ccccc12	.	8	-14
CCOc1ccc2nc(NC(=O)/C=C/c3ccc(Br)cc3)sc2c1	1	2	2
O=C1CCCN1C(=O)CNC(c1ccccc1)c1ccccc1	.	-1	-2
CC(=O)Nc1ccc(SCC(=O)Nc2ccc(N3CCCCC3)nc2)cc1	-9	4&-1	-4&-7
CN1C(=O)C(=C/C=C/c2ccc([N+](=O)[O-])o2)C(=O)N(C)C1=O	-5	-16	-3
COC(=O)Cn1c(=O)c2c(nc3n(-c4cc(C)ccc4C)c(C)c(C)n23)n(C)c1=O	.	-2	2
CN1C(=C2C=NN(c3ccccc3)P2(=S)OCCc2ccccn2)C(C)(C)c2ccccc21 (stereo not given)	.	2	-4
O=C(C=Cc1c(F)cccc1Cl)N1CCN(S(=O)(=O)c2cccc(F)c2)CC1	.	18	-10
CCc1ncc(C(=O)N2CCN(C(C)c3cccc(OC)c3)CC2)[nH]1 (stereo not given)	-5	6&-2	-9&-10
O=C1CCCN1CCCC(=O)N1CC[C@@H](N2CCN(c3ccccc3F)CC2)[C@H](O)C1	.	9	-6
CN1CCN(c2cc(NCCCc3nc4ccccc4[nH]3)nc(N)n2)CC1	.	19	-7
Cc1ccc(-c2csc(-n3[nH]c(C)c(N=Nc4ccccc4[N+](=O)[O-])c3=O)n2)cc1	-5	-9	-5
O=S(=O)(CCCOc1ccc2c(c1)OCO2)N1CCCCC1	-9	11	-5
CCOCCn1c(=O)c2c(nc3n2CC(C)CN3c2ccccc2OC)n(C)c1=O (stereo not given)	-8	.	-13
CCS(=O)C1CCCC(NC(=O)CN(C)C(=O)c2ccc(Br)s2)C1 (stereo not given)	.	8	-12
Cc1cc(C)c(NC(=O)CN(C)C2CCCCC2)c(Cl)c1	1	-1	-5

Filtered by structure: the compounds so far with a Cl atom (14)
SMILES	mcGAS inh	NPYLR7 agonist	hcGAS lum
Clc1ccccc1-c1cc(C2CCN(Cc3cccnc3)CC2)[nH]n1	.	2	-2
Cc1c(C)n2c3c(=O)n(Cc4cccc5ccccc45)c(=O)n(C)c3nc2n1CCCl	-10	4	-5
CCC(C(=O)N(CC(=O)N(CCc1c[nH]c2ccccc12)Cc1ccc(Cl)c(Cl)c1)C1CC1)c1ccccc1 (stereo not given)	-4	.	-1
COc1cc(Cl)c(C)cc1N1C(=O)CC(Nc2ccc(C(=O)O)cc2)C1=O (stereo not given)	.	11	-5
COCCN1CCC(NCc2cc(Cl)cc(Cl)c2O)C1 (stereo not given)	-14	14	-6
Cc1noc(-c2ccc(CSCCC(=O)O)cc2)c1NC(=O)OC(C)c1ccccc1Cl (stereo not given)	-6	-8	-8
CN1CCN(C(=O)CC2(c3ccccc3Cl)CC(=O)N(C3CCCC3)C2=O)[C@@H](c2ccccc2)C1 (stereo not given in full)	-12	17	-9
NC(=O)COc1ccc(Cl)cc1CN1CCCC(O)(CO)CC1 (stereo not given)	.	-1	-3
COCCNC(=O)CC(c1ccccc1)c1cccc(Cl)c1 (stereo not given)	.	3	-6
O=C(C=Cc1ccc(Cl)c(C(F)(F)F)c1)NCc1ccnc(N2CCCC2)c1	-7	0	-9
COc1ccc(-c2nc(CC(=O)N3CCc4cc(OC)c(OC)cc4C3c3c(F)cccc3Cl)c(C)o2)cc1 (stereo not given)	-7	24	-9
CCCS(=O)(=O)C(C)C(=O)NCC(C)(C)c1ccc(Cl)c(Cl)c1 (stereo not given)	.	7	-7
O=C(C=Cc1c(F)cccc1Cl)N1CCN(S(=O)(=O)c2cccc(F)c2)CC1	.	18	-10
Cc1cc(C)c(NC(=O)CN(C)C2CCCCC2)c(Cl)c1	1	-1	-5
